# rCAG binder: molecules binding r(CAG) RNA repeats. r(CAG) RNA repeat, TO-PRO-1 dye displacement fluorescence. inhibition, % at 3 µM. actives 1.3% (n = 370,000). AID 651821;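 active = inhibition above the plate cutoff, the mean of all test compounds on that plate plus 3 SD, cut at about 35% in these data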;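 also: 0% = DMSO alone and 100% = 100 µM mitoxantrone as full dye displacement; higher means more dye released from RNA so lower well fluorescence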
# PRMT1 inh: inhibitors of human PRMT1. Q99873. recombinant PRMT1, activity-based probe fluorescence polarization. inhibition, % at 2.79 µM. actives 1.3% (n = 370,000). AID 652257;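 active = inhibition above about 21% made by adding two undisclosed values, limit read from the data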
# GC-B act: GC-B (human) receptor activation; actives 0.11% (n = 370,000); P20594; HEK293-GC-B cells, CNP EC30, cGMP TR-FRET; 0% at EC30 CNP, 100% saturating CNP; activation, % at 10 µM;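 active = activation at 10 µM reaching about 35% in either raw or pattern-adjusted values, limit read from the data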
# Target sequence (P20594 whole entry, looked up): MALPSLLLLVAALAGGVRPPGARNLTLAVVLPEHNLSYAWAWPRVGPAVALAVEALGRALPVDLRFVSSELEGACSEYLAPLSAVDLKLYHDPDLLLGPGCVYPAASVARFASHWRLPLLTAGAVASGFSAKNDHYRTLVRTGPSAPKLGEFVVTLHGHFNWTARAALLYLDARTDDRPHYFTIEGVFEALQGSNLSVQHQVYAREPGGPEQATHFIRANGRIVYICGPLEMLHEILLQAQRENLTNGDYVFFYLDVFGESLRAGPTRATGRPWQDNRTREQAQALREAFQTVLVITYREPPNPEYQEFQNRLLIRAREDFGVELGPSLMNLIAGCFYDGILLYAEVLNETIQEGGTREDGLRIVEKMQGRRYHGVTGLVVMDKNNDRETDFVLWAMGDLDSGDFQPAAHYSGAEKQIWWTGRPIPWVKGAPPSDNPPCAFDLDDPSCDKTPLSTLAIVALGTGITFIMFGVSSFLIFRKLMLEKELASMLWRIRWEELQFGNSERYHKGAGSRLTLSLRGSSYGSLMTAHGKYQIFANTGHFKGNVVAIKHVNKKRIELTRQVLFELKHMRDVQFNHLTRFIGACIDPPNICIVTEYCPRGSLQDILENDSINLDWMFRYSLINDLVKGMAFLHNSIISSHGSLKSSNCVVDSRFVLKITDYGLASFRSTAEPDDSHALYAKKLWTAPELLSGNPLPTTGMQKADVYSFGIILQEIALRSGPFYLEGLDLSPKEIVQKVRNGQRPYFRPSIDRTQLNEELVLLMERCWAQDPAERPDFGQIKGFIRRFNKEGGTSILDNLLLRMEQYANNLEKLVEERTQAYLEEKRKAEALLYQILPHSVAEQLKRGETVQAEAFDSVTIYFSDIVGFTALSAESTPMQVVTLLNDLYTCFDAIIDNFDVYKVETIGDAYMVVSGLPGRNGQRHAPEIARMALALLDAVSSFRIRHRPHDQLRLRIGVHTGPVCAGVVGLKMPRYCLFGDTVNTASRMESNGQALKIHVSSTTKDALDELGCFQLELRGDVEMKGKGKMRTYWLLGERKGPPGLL
# TCR-CD3 inh: blocks the human TCR-CD3 interaction. TAMRA-labeled TCR probe fluorescence, biochemical. actives 0.37% (n = 360,000). inhibition, % at 9.4 µM; in the data active = inhibition above about 19%;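 also: recombinant mutant TCR 2C K166C tagged with TAMRA read by polarization; 0% = receptor in buffer alone and 100% = receptor with positive control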
# MBD2 inh: inhibitors of human MBD2 binding to methylated oligonucleotide; Q9UBB5; actives 0.31% (n = 370,000); AID 686964; inhibition, % at 4.4 µM; TR-FRET; in the data active = inhibition above about 13%
# mABHD4 FP: ABHD4 (mouse) inhibition, primary FP screen | Q8VD66 | purified mABHD4, FP-Rh probe fluorescence polarization | inhibition, % at 8.92 µM | actives 0.54% (n = 370,000) | AID 720543;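 active = inhibition exceeding the mean over every tested compound plus 3 SD, cut at about 30% in these data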;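 also: 0% = plate median of compound wells and 100% = S159A mutant with DMSO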
#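 Material: mouse ABHD4 enzyme, wild type; Benchmarks: S159A mutant high control, sample median low control; Buffer or medium: HEPES pH 7.0, NaCl, Pluronic buffer; Signal: fluorescence polarization; Read-out: percent inhibition of probe binding, normalized to plate controls; Timing: pre-incubation 45 min, probe exposure 60 min, at 25 °C; Dosing: 8.92 µM, single dose.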
# SIAE primary: blocks human sialic acid acetylesterase; actives 0.69% (n = 370,000); Q9HAT2; SIAE FP-Rh probe binding, fluorescence polarization; inhibition, % at 9.66 µM; AID 1053197;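 active = inhibition above a cutoff: mean of compounds within the control limits plus 3 SD of those, cut at about 17% in these data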;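 also: 0% = plate median of compound wells and 100% = probe without SIAE protein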
# HTRA1 inhibitor: inhibitors of human serine peptidase HTRA1. AID 504803. recombinant HTRA1, FP-rhodamine activity-based probe, fluorescence polarization. inhibition, % at 5.96 µM. Q92743. actives 0.5% (n = 340,000); in the data active = inhibition above about 36%;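 also: 0% = enzyme with DMSO and 100% = wells lacking enzyme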
# UHRF1 MBD2 ctr: UHRF1 methyl-DNA binding inhibition | Q96T88 | inhibition, % at 4.4 µM | AID 687016 | actives 0.75% (n = 370,000) | UHRF1 binding to methylated oligo, TR-FRET; in the data active = inhibition above about 21%;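 also: UHRF1 SRA domain binding a hemimethylated CpG hairpin DNA probe; 0% = median of test compound wells and 100% = reference inhibitor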
# GC-A act: GC-A (human) enzyme activation; actives 0.14% (n = 370,000); P16066; AID 1671463; HEK293 GC-A cells, cGMP TR-FRET, EC30 ANP; 0% at EC30 ANP, 100% saturating ANP; activation, % at 10 µM; in the data active = activation above about 40%
# Active calls of the source: *; i = inactive; . = not tested or not shown.
SMILES,rCAG binder,PRMT1 inh,GC-B act,TCR-CD3 inh,MBD2 inh,mABHD4 FP,SIAE primary,HTRA1 inhibitor,UHRF1 MBD2 ctr,GC-A act
CC1=N/C(=C/c2cccnc2)C(=O)O1,0.9,-2.8,2.9,0.8,-4.6,-1.4,5.0,4.3,-7.8,4.8
COc1ccc(S(=O)(=O)N2CCCCCC2)cc1C(=O)OCc1cccc(OC)c1OC,0.6,4.0,2.0,1.4,-1.1,11.8,-2.2,-19.1,2.3,0.0
COc1ccccc1N(CC(=O)Nc1ccc(F)c(F)c1)S(C)(=O)=O,-2.9,2.9,-0.4,1.0,1.0,-5.5,1.9,3.3,2.1,-1.7
CC1CN(C(=O)c2cc(Br)c(Br)s2)CC(C)O1 (stereo not given),1.9,1.1,1.4,7.2,-4.9,-1.4,-0.8,4.4,-0.8,-1.4
O=C(Nc1ccccn1)c1ccc(=O)[nH]n1,-3.7,-0.1,1.8,-6.5,11.8,12.1,-1.4,-5.0,17.0,1.5
CSc1ccccc1-c1nnc(-c2ccc(Cl)c(Cl)c2)o1,-1.1,0.4,-5.7,3.5,1.4,2.3,-6.7,-4.0,1.5,-3.5
Cc1cc(=O)nc2c3ccccc3n(CC(=O)NCCC3=CCCCC3)n12,-2.7,-1.4,2.1,-6.2,-0.2,9.4,-2.5,-1.2,6.8,1.1
CCCCOc1ccc(-c2cnc3ccccc3n2)cc1,0.1,2.1,-9.3,-2.5,-2.8,1.8,3.0,-18.6,4.5,-2.9
Cc1c(C)c2ccc(OCC(=O)Nc3cccnc3)cc2oc1=O,0.1,0.5,-5.1,-1.0,-1.9,6.0,0.3,1.7,1.9,-1.6
Cn1c(N)c(C(=O)Nc2c(Cl)cccc2Cl)sc1=S,-1.8,4.3,-3.9,-0.3,-5.1,7.6,10.0,13.8,-1.6,-2.2
Cc1c(N/C=C/C(=O)c2cccs2)c(=O)n(-c2ccccc2)n1C,6.5,0.6,-1.0,2.1,0.5,4.9,-2.0,0.7,-4.1,-0.5
Cc1cc2c(N=NC(=O)C3CC3c3ccccc3)c(O)[nH]c2cc1Br (stereo not given),3.8,-1.0,6.4,1.5,2.5,-8.2,-3.0,-15.7,1.8,7.4
CCc1cc(=O)oc2cc(C)cc(OCC(=O)NCC(O)c3ccccc3)c12 (stereo not given),-7.6,3.9,-7.9,-3.2,-0.6,-1.3,-1.9,2.2,0.7,-6.3
CCCCn1c(=O)[nH]c(=O)c2c1nc(-c1ccc(-c3ccccc3Br)o1)n2CC,10.7,5.3,12.4,-0.6,-0.2,0.3,-3.1,-4.7,1.4,29.4
COc1ccc(NC(=O)Cn2nc(C(=O)O)c3ccccc3c2=O)cc1S(=O)(=O)N1CCCCC1,15.5,3.1,-2.3,4.1,-0.8,4.2,0.7,-6.8,-1.8,1.5
COc1ccccc1CNC(=O)COc1ccc(S(=O)(=O)N2CCCC2)cc1,-2.7,-0.9,-4.1,2.5,-4.9,3.6,-5.7,0.6,2.1,1.1
COc1ccccc1-c1ncn(Cc2cccc(-c3ccccc3)c2)c1-c1cc(C)cc(C)c1,3.7,-0.5,-3.5,5.7,4.1,5.5,-8.8,.,9.5,-2.5
COC(=O)Cc1cc(=O)n2c(nc3ccccc32)[nH]1,-1.1,2.2,-4.3,1.3,5.5,-1.3,2.1,-4.8,0.5,0.9
Cc1cccc(N(CC(N)=O)S(C)(=O)=O)c1C,0.2,2.4,-0.3,0.7,-0.6,6.8,-1.2,3.4,3.9,-2.9
COCCn1c(C)cc(C(=O)CSc2nc3ccccc3c(=O)n2Cc2ccco2)c1C,0.9,-0.8,-0.7,-6.2,0.9,5.8,-4.2,-5.3,1.0,-1.1
CC1CCC(NC(=O)c2cc3c(s2)CS(=O)(=O)C3)CC1 (stereo not given),6.5,-5.7,-5.1,-2.7,4.0,-4.7,-1.7,-10.3,-6.1,-1.0
Cc1cc(C(=O)NN=C2CCCCCCC2)c2ccccc2n1,2.5,0.8,0.4,2.1,-5.3,0.5,7.4,-5.4,-2.6,-1.4
O=C(Nc1ccc(N2CCOCC2)cc1)c1ccc2ncsc2c1,7.2,22.1*,0.4,-0.9,3.2,-2.9,1.7,2.6,-0.2,-3.6
COc1ccc(CN(Cc2ccncc2)C(=O)CCC(=O)O)cc1,-0.1,2.1,-3.6,0.9,6.3,-8.6,2.0,3.7,1.7,3.3
COC(=O)[C@@H]1C[C@@]2(O)[C@@H](O)[C@@H](O)[C@@H](O)C[C@H]2N1Cc1cc(OC)cc(OC)c1,3.0,-0.9,-0.9,-1.5,2.8,-8.5,-1.1,-0.2,5.1,0.5
SMILES,rCAG binder,PRMT1 inh,GC-B act,TCR-CD3 inh,MBD2 inh,mABHD4 FP,SIAE primary,HTRA1 inhibitor,UHRF1 MBD2 ctr,GC-A act
O=C(O)c1ccc(-n2nc(C(F)(F)F)c3c2-c2ccoc2CC3)cc1,13.3,4.6,0.4,6.5,1.9,-1.1,6.7,-12.7,4.8,2.1
CCOC(=O)CCc1c(C)nc2c(c(C)nn2C(C)(C)C)c1C,-1.8,1.1,0.4,-2.2,3.6,-0.5,-3.1,-8.2,1.4,1.2
COc1cc2c(cc1OC)C(Cc1cc(OC)c(OC)cc1[N+](=O)[O-])=NCC2,9.0,8.9,5.4,-3.8,-2.8,6.1,1.9,4.7,-1.4,2.5
COCCNC(=O)c1cn(C)c(=O)c2cc(OC)c(OC)cc12,2.5,0.9,0.4,2.0,-5.8,-1.1,5.3,6.6,1.7,1.0
COCC(C)NC(=O)c1ccc(-n2nc(C(F)(F)F)cc2-c2cccs2)cc1 (stereo not given),-5.4,-0.3,3.4,3.2,-1.4,-10.4,-3.8,-5.6,0.5,2.6
Cc1cccc(C)c1NC(=O)COC(=O)c1c2c(nc3ccccc13)/C(=C\c1ccc3c(c1)OCO3)CCC2,i,145.3*,2.8,58.5*,-9.2,25.6,22.4*,-16.9,-25.7,10.3
CCc1[nH]c(=O)c(C#N)c2c1COC(C)(C)C2,2.3,-1.9,-4.9,6.4,4.3,-2.8,-11.2,7.5,2.2,3.3
COC(=O)c1[nH]c2c(c1C)C(=O)CC(c1cc(OC)c(OC)c(OC)c1)C2 (stereo not given),-5.7,-2.0,8.4,1.9,2.9,-5.8,-0.7,7.4,9.1,1.4
Cc1ccc(S(=O)(=O)NNC(=O)c2sc3nc(C)cc(C)c3c2-n2cccc2)cc1,12.8,3.4,-1.1,-0.4,0.3,2.3,1.4,1.0,0.5,-1.8
Cc1oc2c(cc(NS(=O)(=O)c3ccc4c5c(cccc35)C(=O)N4)c3ccccc32)c1C(=O)OC(C)C,36.6*,15.7,-12.8,-5.8,-5.3,-11.3,-9.9,-43.0,-3.1,-0.8
Cc1ccccc1-c1cc2nc(NCc3ccncc3)n(C)c(=O)c2s1,3.8,2.9,-2.9,-2.2,0.7,-15.4,-11.5,.,1.7,-1.1
COc1cccc(NC(=O)N2CCCC2C(=O)Nc2cc(C)ccc2OC)c1 (stereo not given),4.1,-1.6,3.2,1.2,-2.6,5.0,-0.8,0.2,-0.3,1.3
COc1ccc(/C=N/Nc2nc(-c3ccc(C)cc3)c(NC(C)=O)s2)cc1OC,2.9,0.9,1.2,0.2,4.0,4.7,1.0,3.5,-3.6,0.0
O=C(CCC(=O)N(CC(=O)NC1CCCCC1)CC1CCCO1)Nc1nccs1 (stereo not given),-8.6,3.4,-1.8,-0.5,0.5,0.8,-3.4,-1.0,-1.0,0.3
C/C=C/c1ccc(OCC(=O)Nc2ccc(C(N)=O)cc2)c(OC)c1,-1.8,-1.1,-1.6,-3.2,-2.2,-6.3,-4.2,-13.0,-2.2,3.0
CCc1cccc(CC)c1NC(=O)/C(C#N)=C/c1ccccc1C(F)(F)F,-2.8,-0.8,-1.0,-0.2,-2.8,2.0,-4.8,-13.3,0.0,0.0
O=C(COc1ccc([N+](=O)[O-])cc1)NCCC1=CCCCC1,-2.4,0.7,-2.8,1.1,5.8,-6.8,-1.1,6.5,12.9,4.0
Cc1nc(NCc2ccccc2)c2cc[nH]c2n1,-0.2,-2.9,1.3,2.1,2.2,-0.7,0.5,1.9,0.3,10.5
CC(C)Cc1nnc(NC(=O)Nc2ccccc2)s1,12.9,-1.4,4.9,-12.3,4.2,-9.0,0.9,-9.3,7.6,4.0
c1ccc2scnc2c1,0.4,4.2,-2.5,0.2,5.0,-0.1,1.2,3.0,3.3,4.0
CCCn1c(NCc2ccco2)nc2c1c(=O)n(C)c(=O)n2C,-6.2,1.2,3.3,-3.8,1.4,-5.0,9.7,-2.6,-0.5,5.9
Cc1cc(Br)c(OCc2ccc(C(=O)N/N=C/c3ccc[nH]3)cc2)c(Br)c1,12.1,0.7,4.9,4.1,1.2,-9.0,-9.5,-15.5,-2.0,-5.3
COc1nc(C#N)c(N2CCOCC2)o1,0.3,-1.1,7.3,6.5,6.0,-1.2,5.0,2.7,-0.3,2.5
CCN(CC)c1nc(OC)nc(-n2nnc(C(C)=O)c2C)n1,-3.1,-1.7,-2.4,-1.2,-2.1,0.7,-0.4,-2.1,-0.1,0.7
CC(=O)NCCc1ccc(C(=O)CSc2nnc(C3CC3)n2C2CC2)cc1,2.0,-0.6,-9.6,-2.6,5.0,2.5,3.6,3.5,-0.6,-0.1
SMILES,rCAG binder,PRMT1 inh,GC-B act,TCR-CD3 inh,MBD2 inh,mABHD4 FP,SIAE primary,HTRA1 inhibitor,UHRF1 MBD2 ctr,GC-A act
C/C(=N\NC(=O)c1cccc(S(=O)(=O)N2CCCC2)c1)c1ccco1,0.2,3.5,0.3,-1.3,4.2,1.2,2.8,-1.1,0.9,-0.6
CCOC(=O)[C@]12CCCCC/C=C\1N(Cc1ccc(OC)cc1)C(=O)[C@H]2CC(=O)N1CCN(C(=O)c2ccco2)CC1,6.7,1.2,-4.8,.,-0.2,8.2,5.8,.,-0.6,5.1
Cc1ccc(NC(=S)NC(=O)c2ccc(-c3ccccc3)cc2)cc1,-3.9,-0.5,-3.2,-5.0,4.3,5.4,1.9,-6.3,-1.1,-0.9
Cc1ccc(O)c(N=Nc2ccccc2)n1,3.0,-5.3,-4.4,-2.1,-12.7,-4.5,-0.2,1.0,-19.6,-0.8
COc1ccc(CN2CC(C(=O)NC3CCCCC3)CC2=O)cc1 (stereo not given),-3.3,-2.0,2.4,-4.7,1.2,-3.6,-0.1,2.8,0.3,3.7
CN(C)/C=C(\C#N)C(=O)N/N=C/c1ccc(F)cc1,3.4,2.6,2.5,0.1,-0.6,6.0,-0.6,0.7,1.9,-2.0
O=C(NCc1ccccc1)c1cc(C2CCCCN2C(=O)OCCF)on1 (stereo not given),2.2,-1.8,8.0,4.0,-2.5,-4.7,-3.9,.,-0.4,-0.1
C=CCNC(=S)N1CCN(c2cccc(C(F)(F)F)c2)CC1,-3.3,-2.2,2.4,-2.1,1.7,1.8,0.7,-10.6,-1.7,0.2
CCn1nc(NC(C)=O)c2cc3cccc(C)c3nc21,-3.3,-1.6,4.6,-2.6,-4.8,-1.5,-0.6,-1.8,-2.7,-1.4

# Exported tab-delimited: entries from further up
structure	rCAG binder	PRMT1 inh	GC-B act	TCR-CD3 inh	MBD2 inh	mABHD4 FP	SIAE primary	HTRA1 inhibitor	UHRF1 MBD2 ctr	GC-A act
COc1ccc(CN2CC(C(=O)NC3CCCCC3)CC2=O)cc1 (stereo not given)	-3.3	-2.0	2.4	-4.7	1.2	-3.6	-0.1	2.8	0.3	3.7
O=C(NCc1ccccc1)c1cc(C2CCCCN2C(=O)OCCF)on1 (stereo not given)	2.2	-1.8	8.0	4.0	-2.5	-4.7	-3.9	.	-0.4	-0.1

# Compound activity from PubChem.

# The list is partial; the hit share may differ from the screen's.
